S2 tox – reduces viability in counter-screen for ATXN expression inhibitors | S2 cells (HEK-293 line with an ATXN2-luciferase reporter) viability, CellTiter-Fluor protease fluorescence, 24 h | Potency, µM (top dose mostly 56.7 µM), most hits filed as cytotoxic | 400,000 compounds, 0.49% hits | AID 651635; note: potency is the fitted concentration of half-maximal effect; nearly all actives have a fitted effect of over 40% in size
ATXN2 expr inh – inhibitors of ATXN2 expression. HEK-293 ATXN2-luciferase reporter, luminescence, 24 h. Potency, µM (titrated, usually from 57 µM), without a hit: at the top dose activity change, negative = inhibition, most hits filed as inhibitors. 360,000 compounds, 0.72% hits. AID 1745845; note: potency is the fitted concentration of half-maximal effect; % is set by controls: 0 for no effect and ±100 for the full control effect; nearly all actives have a fitted effect of over 55% in size
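ATXN2-luciferase reporter cells (luciferase flanked by upstream and downstream ATXN2 gene portions) were treated 24 h at 37 °C with compounds at up to 57 uM. SteadyGlo luminescence gave expression; GF-AFC fluorescence gave viability.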
HT1080 IDH1KD tx – HT-1080 IDH1 knockdown cell toxicity (counter line) | AID 686971 | Potency, µM (top dose mostly 46.1 µM), for the others: at the top dose activity, negative = toxicity, most hits filed as cytotoxic | 360,000 compounds, 2% hits | HT-1080 IDH1 knockdown viability, ATP luminescence, 48 h;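 note: potency is the fitted concentration of half-maximal effect; 0% = DMSO wells and -100% = cell-free medium wells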
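IDH1KD HT-1080 cells, 750/well, RPMI + 5% FBS; compound pinned after 2 h settling; 48 h, 37 °C; CellTiter-Glo luminescence; % activity normalised to DMSO and no-cell wells; curves fitted, classed by r2 and efficacy.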
KB-V1 MDR tox – KB-V1 MDR subline cytotoxicity | Potency, µM (series often up to 46.1 µM), inactives show at the highest dose activity change, negative = cytotoxicity, most hits filed as cytotoxic | KB-V1 MDR cells viability, CellTiter-Glo, 72 h | 400,000 compounds, 3.4% hits; note: potency is the fitted concentration of half-maximal effect; % is set by controls: 0 for no effect and ±100 for the full control effect; nearly all actives have a fitted effect of over 60% in size
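Luminescent ATP read-out (CellTiter-Glo, 10 min) measures survival of drug-selected KB-V1 MDR cells after 72 h, 37 degrees C compound exposure. Medium: phenol-red-free DMEM, 10% FBS. Values from fitted concentration-response curves.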
HT1080-NT tox – kills 2HG-producing HT-1080-NT fibrosarcoma cells; HT-1080-NT fibrosarcoma viability, CellTiter-Glo ATP luminescence, 48 h; Potency, µM (doses to about 46.1 µM), without a hit: top-dose activity, negative = less viability, usual class: cytotoxic; 360,000 compounds, 1.6% hits; AID 686970;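 note: NT is the 2HG producing partner of a matched IDH1 knockdown line; potency is the fitted concentration of half-maximal effect; 0% = DMSO-treated cells and -100% = media-only wells without cells; nearly all actives have a fitted effect of over 55% in size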
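Read-out is CellTiter-Glo luminescence after 10 minutes at room temperature, following 48 hours' compound treatment of HT-1080-NT cells (750 cells/well, RPMI, 5% FBS, 37 degrees C).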
MCF10A rerep – DNA re-replication induction in MCF 10a cells; AID 624296; Potency, µM (doses to about 46.1 µM), for the others: top-dose activity, positive = re-replication, most hits filed as activators; 350,000 compounds, 2.9% hits; MCF 10A DNA re-replication, Hoechst nuclear intensity, 48 h; note: potency is the fitted concentration of half-maximal effect; % of control where 0% means no effect; nearly all actives have a fitted effect of over 50% in size
KB-3-1 cytotox – kills parental KB-3-1 adenocarcinoma cells. KB-3-1 viability, CellTiter-Glo ATP luminescence, 72 h. Potency, µM (titrated, usually from 46.1 µM), for the others: at the top dose activity change, negative = cytotoxic, actives largely listed as cytotoxic. 400,000 compounds, 1.4% hits. AID 1347075; note: potency is the fitted concentration of half-maximal effect; % is set by controls: 0 for no effect and ±100 for the full control effect; nearly all actives have a fitted effect of over 60% in size
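KB-3-1 cells, DMEM (no phenol red) + 10% FBS; compound by pin transfer, 72 h, 37 °C. Readout: CellTiter-Glo luminescence after 10 min. Data normalized, curve-fitted.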
SW480 rereplic – DNA re-replication induction in SW480 cells | SW480 DNA re-replication, Hoechst DNA content imaging, 48 h | Potency, µM (titrated, usually from 46.1 µM), for inactives: top-dose re-replication activation, usual class: activators | 340,000 compounds, 1.8% hits; note: potency is the fitted concentration of half-maximal effect; % of control where 0% means no effect; nearly all actives have a fitted effect of over 55% in size
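DNA re-replication was detected as more nuclei of elevated Hoechst intensity after 48 hr exposure to compound (23 nL pinned per well of 250 cells).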
IL1B secr inh – blocks inflammasome-driven IL-1 beta release; AID 743279; THP-1 LPS/ATP IL-1B secretion, AlphaLISA, 16 h; active compounds read low; 360,000 compounds, 4.7% hits; activity change, % at 57.5 µM; in the data active = activity change below about -50%; inconclusive = mostly about -30% to -49%; note: % is set by controls: 0 for no effect and ±100 for the full control effect
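Secreted IL-1B measured by AlphaLISA bead assay after 16 h compound exposure of THP-1 cells; compounds (final up to 57.5 uM) added 1 h before LPS (250 ng/mL) and ATP (1.25 mM) stimulation; lower signal means less secretion.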
* marks the source's active call; other numbers are inactive results; i = inactive; u = inconclusive; x = not tested or not shown; & = joins results of further samples; [ ] = remark or other dose. Unless noted, calls come from the whole dose curve; as a rule, active = well fitted curve in the direction sought with a large enough effect; inconclusive = small, poorly fitted or top-dose-only effect, or another doubt; inactive = no such curve, though single readings can be large; an effect the other way counts as inactive or inconclusive. Hits appear at their usual frequency. About 11% of those tested had a hit in this group.

SMILES	S2 tox	ATXN2 expr inh	HT1080 IDH1KD tx	KB-V1 MDR tox	HT1080-NT tox	MCF10A rerep	KB-3-1 cytotox	SW480 rereplic	IL1B secr inh
O=C(NCCCN1CCOCC1)c1cccc(S(=O)(=O)N2CCc3ccccc32)c1	i	x	0%	-21%	-1%	x	-15%	x	19
CC(C)n1c(Sc2nccn2C)nc2c1c(=O)n(C)c(=O)n2C	i	6%	2%	-15%	0%	-2%	-11%	-13%	25
COCCCN1C(=O)C(CC(=O)NCc2cccs2)CC(C(=O)N(C(C)C)C(C)C)=C1C (stereo not given)	i	-3%	15%	0%	25%	x	0%	x	28
Cc1ccc(-c2ccc([C@H]3[C@@H]4C=CCC[C@@]4(C)C(=O)N3Cc3ccccc3)c(F)c2)cc1	i	-31%	-4%	-15%	-19%	u	11%	8%	-2
Cc1cccc(-n2c(C)cc(/C=N\NC(=O)c3ccco3)c2C)c1	i	32%	10%	0%	4%	3%	4%	-8%	-15
CCc1cc([N+](=O)[O-])cc(CC)c1N	u	-8%	-3%	u	4%	-1%	7%	-1%	-9
COc1ccc(-c2cn(CCO)c(-c3ccc(Cl)nc3)n2)cc1	i	-2%	5%	1%	2%	1%	0%	1%	27
O=C(Nc1ccnn1C1CCN(Cc2ccc(Cl)cc2)CC1)C1CCCC1	u	-7%	1%	x	4%	0%	x	0%	-17
Cc1nn(-c2ccccc2)c(C)c1C(=O)OCC(=O)NC(=O)NC1CCCC1	i	10%	-5%	u	-4%	0%	-16%	0%	u
Cc1ccc(NC(=O)C2(NC(=O)c3cccc(N4C(=O)CSC4c4ccccc4)c3)CCCCC2)cc1 (stereo not given)	i	-7%	-15%	-23%	-6%	-1%	u	u	u
CC(=O)c1c(C)[nH]c(C(=O)OCC(=O)Nc2cccnc2Cl)c1C	i	2%	-7%	u	1%	-25%	u	-13%	30
N#Cc1ccc(OCC(=O)NN2Cc3ccccc3C2=N)cc1	i	1%	-13%	-1%	-8%	0%	-14%	-13%	23
CC(C)c1ccc(NC(=O)Nc2nc(C(C)N)cs2)cc1 (stereo not given)	x	u	21µM*	5%	u	x	0%	x	u
Cc1[nH]c2ccccc2c1C(c1ccncc1)N1CCC(C)CC1 (stereo not given)	u	-2%	-14%	-23%	-19%	0%	4%	-3%	-1
O=C(Nc1ccc(N2CCN(C(=O)c3ccco3)CC2)cc1)c1ccc(Br)cc1	i	x	-5%	-9%	3%	12%	0%	-9%	-1
O=C(N/N=C/c1ccccc1[N+](=O)[O-])c1cccs1	i	36%	3%	-10%	8%	1%	30%	-6%	1
COc1ccc([N+](=O)[O-])cc1NC(=O)CC1SC(=Nc2cccc(C)c2C)N(/N=C/c2cccc(OC)c2OC)C1=O (stereo not given)	i	-11%	-1%&5%	u	4%&-4%	2%&-4%	16%&2%	-8%&30%	3&-7
COc1ccc(C(=O)OCc2csc(C)n2)c(O)c1	i	34%	10%	-21%	15%	-2%	-7%	-3%	-7
O=C(Nc1ccc2oc(-c3ccncc3)nc2c1)c1ccc2c(c1)OCCO2	i	-27%	-1%	2%	-9%	u	-1%	u	-2
O=C(COc1ccc(Cl)cc1Cl)OCC(=O)N1CCCc2ccccc21	i	6%	4%	25%	3%	-2%	25%	-3%	16
Cc1ccc(C#CC[N+]2(C)CCCCC2)cc1	i	11%	-3%	5%	-3%	-13%	15%	u	x
COC(=O)c1ccc(CNC(=O)COC(=O)c2cc(Cl)ccc2O)cc1	u	x	0%	0%	6%	8%	1%	-5%	4
OCCC1CN(Cc2cccn2-c2ccccn2)CCN1C1CCCC1 (stereo not given)	i	0%	-5%	7%	1%	-5%	2%	u	-13
CCOC(=O)NC(=O)c1cn(N(C)c2ncc(C(F)(F)F)cc2Cl)c(=O)[nH]c1=O	i	-7%	12%	7%	18%	u	-4%	-74%[inhibitor]	5
Cc1ccc(S(=O)(=O)Nc2c(O)c3ccccc3oc2=O)cc1C	i	-7%	-15%	-12%	-15%	-3%	-2%	-36%[inhibitor]	2
Cc1c(Cl)ccc2c1NC(=O)[C@]21N[C@@H](Cc2ccccc2)[C@H]2C(=O)N(c3ccc(F)cc3)C(=O)[C@H]21	u	-16%	u	9.2µM*	-22%	3%	u	13%	-17
Cc1cccc(N2C(=O)CS(=O)(=O)C23C(=O)N(Cc2c(F)cccc2Cl)c2ccccc23)c1 (stereo not given)	i	-12%	x	5.8µM*	x	x	0%	x	x
CCOc1cc(C=NN=C2c3ccccc3-c3ccccc32)ccc1O	i	-12%	u	u	-28%	u	17%	1%	-17
CC(O)c1nc(C(C)O)n(CC(=O)c2ccccc2)n1 (stereo not given)	i	0%	5%	7%	10%	16%	10%	-13%	15
N#CC(C#N)=NNc1ccc2cn[nH]c2c1	16µM*	u	21µM*	1%	21µM*	x	0%	x	-86*
COc1ccc(C(=O)Nc2ccc(N3CCCCC3)cc2)cc1Br	i	18%	4%	26%	-2%	0%	9%	-1%	0
COc1ccc(C)cc1S(=O)(=O)N1CCOCC1	i	u	-3%	3%	11%	9%	7%	12%	6
Nc1cc(-c2cccc([N+](=O)[O-])c2)[nH]n1	i	-7%	-6%	-2%	-2%	3%	-5%	-1%	19
Cn1cc(Cl)c(C(=O)NC2CCCC2)n1	i	-18%	10%	17%	12%	-3%	-2%	21%	2
CC(C)CCN1C(Nc2ccccc2)=NC[C@@H]1CC(C)C	i	-11%	5%	-2%	-5%	-6%	0%	-3%	-7
O=C(O)c1c[nH]c(=S)n1-c1ccc(F)cc1	i	5%	3%	3%	1%	-1%	-1%	-1%	3
Nn1c(COc2ccccc2)nnc1SCC(=O)O	i	-8%	-1%	15%	-1%	1%	-8%	-10%	17
COc1ccc(C(=O)NC2(C(F)(F)F)N=C3SCCN3C2=O)cc1 (stereo not given)	i	-8%	2%	5%	-3%	2%	14%	-6%	0
Cc1cccc(N2CCN(C(=O)C3CCN(S(=O)(=O)N4CCOCC4)CC3)CC2)c1C	i	x	-16%	u	3%	13%	-21%	-26%	23
O=C(c1ccc(=O)oc1)N1CCN(c2ccc(F)cc2)CC1	i	0%	14%	8%	18%	0%	3%	-16%	-20
CCOc1ccc(N(C(=O)CNS(=O)(=O)c2ccccc2)C(CC)C(=O)NCc2ccco2)cc1 (stereo not given)	i	-5%	-1%	u	-3%	-3%	-4%	0%	-19
COc1ccc(N(CC(=O)NCc2ccco2)S(=O)(=O)c2ccc(C)cc2)cc1OC	i	-19%	u	-19%	-5%	0%	u	8%	13
COc1ccc(OC)c(NC(=O)C2(C)CCN2Cc2ccsc2)c1 (stereo not given)	i	-14%	12%	-20%	14%	x	0%	x	-9
O=C(CCSc1ccccc1)Nc1ccc(OCc2ccccc2)cc1	i	-18%	-4%	19%	-4%	-1%	3%	-1%	17
N#Cc1ccc(/C=N/NC(=O)c2cc(-c3cccs3)nc3ccccc23)cc1	u	-22%	10µM*	-28%	u	21µM*	u	u	7
COc1cc(OC)cc(C(=O)NC(=S)Nc2ccc(Cl)c(C(=O)O)c2)c1	i	-1%	-8%	8%	-5%	23%	1%	0%	3
CCOC(=O)C1=C(COC(=O)CSc2ccc(Br)cc2)NC(=O)NC1C (stereo not given)	i	-10%	-10%	2%	-10%	-8%	5%	-41%[inhibitor]	15
Cc1cc(NC(=O)CSc2nc(-c3cccnc3)ccc2C#N)no1	i	3%	-15%	-1%	-3%	4%	0%	u	-20
CCOC(=O)Nc1ccc2c(c1)C(=NO)c1ccccc1-2	u	19%	11%	8.2µM*	2%	u	u	-1%	-75*
CC(C)c1ccc(NC(=O)CNC(=O)Cn2ccc3ccccc3c2=O)cc1	i	9%&6%	6%	u	25%	-3%	-2%&2%	-9%	21
O=C(NC1CCCCC1)c1cccc(OCc2ccccc2)c1	i	1%	-17%	u	2%	4%	u	u	-74*
COc1ccc(C)cc1NC(=O)CCCNC(=O)Cn1cnc2sc(C)c(C)c2c1=O	i	-11%	-2%	-16%	5%	-3%	u	-5%	5
Cc1n[nH]c(=O)nc1N1CCc2ccccc2C1	i	-1%	0%	-6%	10%	3%	7%	-4%	3
CC1=NN(/C(=N\c2nnc(C)s2)Nc2ccc(C)cc2)[C@H](c2ccc(C)cc2)S1	i	7%	-7%	-17%	-4%	9%	-3%	7%	-7
COc1ccc2nc(COC(=O)c3ccco3)c(C(C)=O)[n+]([O-])c2c1	i	1%	3%	-3%	3%	-5%	5%	4%	16
CCC1Oc2nc(SC)nnc2-c2ccccc2N1C(=O)c1ccccc1 (stereo not given)	i	-4%	-24%	u	-12%	10%	-3%	8%	29
CCOc1cccc(C(=O)NC(=S)Nc2ccc3c(c2)OCCO3)c1	u	17%	14%	u	18%	16%	1%	2%	-54*
CN1CCN(C(=O)CC23CC4CC(CC(C4)C2)C3)CC1	i	8%	4%	14%	2%	1%	10%	-2%[9.22 µM]	11

As a short view, part of the list above.
SMILES	S2 tox	ATXN2 expr inh	HT1080 IDH1KD tx	KB-V1 MDR tox	HT1080-NT tox	MCF10A rerep	KB-3-1 cytotox	SW480 rereplic	IL1B secr inh
O=C(NCCCN1CCOCC1)c1cccc(S(=O)(=O)N2CCc3ccccc32)c1	i	x	0%	-21%	-1%	x	-15%	x	19
CC(C)n1c(Sc2nccn2C)nc2c1c(=O)n(C)c(=O)n2C	i	6%	2%	-15%	0%	-2%	-11%	-13%	25

Looked up above:
Value of `COc1cc(OC)cc(C(=O)NC(=S)Nc2ccc(Cl)c(C(=O)O)c2)c1` under SW480 rereplic: 0%
Value of `CCC1Oc2nc(SC)nnc2-c2ccccc2N1C(=O)c1ccccc1` (stereo not given) under IL1B secr inh: 29
Value of `Cc1cc(NC(=O)CSc2nc(-c3cccnc3)ccc2C#N)no1` under HT1080 IDH1KD tx: -15%
